High-throughput results: PubChem, several laboratories
NPR2 activator: GC-B (human) receptor activation | HEK293-GC-B cells, CNP EC30, cGMP TR-FRET; 0% at EC30 CNP, 100% saturating CNP | activation, % at 10 µM | actives 0.11% (n = 370,000) | AID 1920062;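 active = activation at 10 µM reaching about 35% in either raw or pattern-adjusted values, limit read from the data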
SMARCA2 act: activators of SMARCA2 function. MG213 cells, MMTV-luciferase reporter, dexamethasone, overnight. activation, % at 9.1 µM. actives 1% (n = 370,000). AID 652017; in the data active = activation above about 7.8%;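 note: 0% = vehicle wells and 100% = reference activator wells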
PG9 binder: binds the HIV-1 gp120 antibody PG9 | TR-FRET gp120-PG9 antibody binding | actives 0.43% (n = 360,000) | inhibition, % at 6.7 µM; in the data active = inhibition above about 8.5%
HTRA1 inhibitor: HTRA1 (human) protease inhibition; AID 504803; recombinant HTRA1, FP-rhodamine activity-based probe, fluorescence polarization; inhibition, % at 5.96 µM; actives 0.5% (n = 340,000); Q92743; in the data active = inhibition above about 36%;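 note: 0% = enzyme with DMSO and 100% = wells lacking enzyme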
Target sequence (Q92743 whole entry, looked up): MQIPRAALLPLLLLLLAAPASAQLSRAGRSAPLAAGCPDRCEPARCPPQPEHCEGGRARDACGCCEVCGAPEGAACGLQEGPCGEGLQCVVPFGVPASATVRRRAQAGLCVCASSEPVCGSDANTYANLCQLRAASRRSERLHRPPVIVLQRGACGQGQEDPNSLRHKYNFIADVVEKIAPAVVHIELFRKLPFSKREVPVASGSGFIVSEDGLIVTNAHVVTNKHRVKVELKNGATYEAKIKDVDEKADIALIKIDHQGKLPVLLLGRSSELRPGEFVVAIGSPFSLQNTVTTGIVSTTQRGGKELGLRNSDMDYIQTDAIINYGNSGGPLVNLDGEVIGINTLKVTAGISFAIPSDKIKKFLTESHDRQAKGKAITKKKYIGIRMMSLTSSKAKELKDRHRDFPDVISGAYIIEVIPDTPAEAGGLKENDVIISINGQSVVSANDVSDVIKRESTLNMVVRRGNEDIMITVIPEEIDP
ASAP1 GAP inh: blocks human ASAP1-stimulated Arf1 GTP hydrolysis. inhibition, % at 16.5 µM. Q9ULH1. actives 0.19% (n = 360,000). AID 624377. GDP FP detection; in the data active = inhibition above about 25%;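 note: 0% = vehicle with enzyme and substrate and 100% = no enzyme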
Target sequence (Q9ULH1 325-724 limits assumed): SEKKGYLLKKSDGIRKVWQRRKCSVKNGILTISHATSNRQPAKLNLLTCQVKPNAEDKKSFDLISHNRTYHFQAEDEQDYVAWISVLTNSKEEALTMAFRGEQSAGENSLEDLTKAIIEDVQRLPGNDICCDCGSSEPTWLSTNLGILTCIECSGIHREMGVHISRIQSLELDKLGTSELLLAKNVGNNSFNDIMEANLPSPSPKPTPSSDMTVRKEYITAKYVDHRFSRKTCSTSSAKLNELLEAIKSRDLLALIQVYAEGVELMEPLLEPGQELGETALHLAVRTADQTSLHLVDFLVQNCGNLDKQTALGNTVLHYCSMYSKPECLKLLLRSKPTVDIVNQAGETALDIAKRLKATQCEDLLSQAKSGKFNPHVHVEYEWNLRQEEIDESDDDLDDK
ABHD4 inh: inhibits mouse alpha/beta hydrolase domain 4; Q8VD66; purified mABHD4, FP-Rh probe fluorescence polarization; inhibition, % at 8.92 µM; actives 0.54% (n = 370,000); AID 720543;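 active = inhibition exceeding the mean over every tested compound plus 3 SD, cut at about 30% in these data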;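 note: 0% = plate median of compound wells and 100% = S159A mutant with DMSO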
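assay system = mABHD4 protein | compound dosing = single nominal dose of 8.92 µM, 0.89% DMSO final | read-out basis = percent inhibition of probe binding, normalized to plate controls | schedule = Enzyme–compound pre-incubation 45 min, then probe 60 min, both 25 °C | detection = fluorescence polarization, excitation 525 nm, emission 598 nm, BODIPY TMR filters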
ARFGAP1 inhibitor: inhibitors of rat ARFGAP1; Arfgap1-stimulated ARF1 GTP hydrolysis, GDP FP detection; actives 0.26% (n = 360,000); inhibition, % at 16.5 µM; Q62848;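 active = inhibition above a per-plate limit, mean inhibition of low control wells plus 3 SD, cut at about 25% in these data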;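 note: 0% = DMSO wells with enzyme and 100% = wells lacking Arfgap1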
Target sequence (Q62848 1-136 limits assumed): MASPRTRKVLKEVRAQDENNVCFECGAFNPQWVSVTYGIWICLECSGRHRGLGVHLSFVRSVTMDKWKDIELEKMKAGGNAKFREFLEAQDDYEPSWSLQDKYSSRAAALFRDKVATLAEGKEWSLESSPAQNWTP
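System: truncated rat Arfgap1 GAP domain / Benchmarks: high control wells lacking Arfgap1, low control full reaction with DMSO / Times: compound-enzyme preincubation 20 min, reaction 120 min, detection 60 min, 25 °C / Repeats: one replicate per compound / Also added: human ARF1(Δ1-17)-GTP substrate / Measured by: Tracer-displacement fluorescence polarization with EDTA stop, 620/688 nm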
GC-A act: GC-A (human) enzyme activation; P16066; HEK293 GC-A cells, cGMP TR-FRET, EC30 ANP; 0% at EC30 ANP, 100% saturating ANP; activation, % at 10 µM; actives 0.14% (n = 370,000); in the data active = activation above about 40%
Rev-erbA mod: modulators of human Rev-erb alpha DNA binding; actives 0.79% (n = 370,000); Rev-erbα–FITC-DNA binding, fluorescence polarization, 90 min; P20393; AID 1259318; activity, % at 10 µM;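 active = activity above about 14%, limit read from the data; passing the limit was not always enough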;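 note: 0% = DMSO wells with 35 nM protein and 100% = DMSO wells with 750 nM protein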
rCAG RNA binder: r(CAG) repeat RNA binding; TO-PRO-1 dye displacement fluorescence; inhibition, % at 3 µM; actives 1.3% (n = 370,000); AID 651821;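 active = inhibition above the plate cutoff, the mean of all test compounds on that plate plus 3 SD, cut at about 35% in these data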;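 note: 0% = DMSO alone and 100% = 100 µM mitoxantrone as full dye displacement; higher means more dye released from RNA so lower well fluorescence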
* marks the source's active call; other numbers are inactive results; . = not tested or not shown.

Values run as follows: NPR2 activator, SMARCA2 act, PG9 binder, HTRA1 inhibitor, ASAP1 GAP inh, ABHD4 inh, ARFGAP1 inhibitor, GC-A act, Rev-erbA mod, rCAG RNA binder
- N#C/C(=N\Nc1ccc([N+](=O)[O-])cc1)C(=N)N1CCOCC1
  -2, 4, -3.2, 6, 10, 9, 5, -2, 2, 1
- O=C(NCC1CC1(Cl)Cl)Nc1ccc(Cl)c(Cl)c1 (stereo unspecified)
  6, -1, -1.9, -31, -7, -45, 9, 7, -8, 3
- CCOC(=O)C1=C(c2ccc(O)cc2)NC(=O)NC1C (stereo unspecified)
  5, -4, -0.7, ., -3, 4, 1, 1, -2, -1
- CCOCCCNCc1cn(-c2ccc(F)cc2F)nc1-c1ccccc1C
  0, -4, 0.0, 1, 7, -3, 5, 2, -1, -4
- COc1ccccc1C(=O)COC(=O)CNC(=O)c1ccc(Br)o1
  -6, -3, -0.6, -3, 5, -3, 4, 1, 0, 2
- COc1cc(Nc2nc3ccccc3nc2NS(=O)(=O)c2ccc([N+](=O)[O-])cc2)cc(OC)c1OC
  1, -3, -3.1, -1, 4, 3, -6, -1, -1, 6
- Cc1ccc(NC(=O)COCC(=O)Nc2ccc(F)cc2)cc1
  2, -4, -0.4, -5, -7, -1, 9, 1, -5, 0
- Cc1oc(-c2ccccc2F)nc1CSCC(=O)NCc1ccc2c(c1)OCO2
  -3, -1, -2.0, -11, -3, -1, 7, -3, 0, -4
- O=C(COc1ccccc1[N+](=O)[O-])Nc1ccc(Br)cc1
  -9, 6, -1.6, 4, 1, 2, 3, -3, 7, 7
- COC(=O)[C@]12CCCCC=C1N(Cc1ccco1)C(=O)[C@H](CC(=O)NCc1cccs1)C2
  1, -1, 1.4, ., -9, -11, -8, -1, 9, 4
- Cc1ccc(Cl)cc1NC(=O)C[n+]1ccc(Cc2ccc([N+](=O)[O-])cc2)cc1
  3, -3, -1.7, 17, 9, 5, -6, 5, 2, 14
- CCC(=O)N1CCc2cc(OC)c(OC)cc2C1COc1ccccc1OC (stereo unspecified)
  -4, 2, -0.1, -4, 4, 2, 2, 1, -6, -7
- CCN(CC)S(=O)(=O)c1cc(NC(=O)C(CC(C)C)NC(N)=O)ccc1C (stereo unspecified)
  7, -4, 0.9, 3, 5, 1, 8, 1, 0, -7
- NC(=O)C1CCN(C(=O)c2ccc3ncsc3c2)CC1
  4, -1, -1.1, 3, 0, 4, -4, 5, 0, 1
- O=C(Nc1nnc(-c2ccccc2)o1)c1ccc(Cl)cc1
  5, 0, -0.8, 9, 8, 1, 5, 1, 1, 5
- NC(=O)CCN1CCCCC1
  4, 0, -1.3, -2, -20, -2, 17, 0, 0, 1
- COc1ccc(N2CCN(CCNS(=O)(=O)c3ccc([N+](=O)[O-])cc3)CC2)cc1
  -7, -3, ., ., ., 3, ., 0, -2, 0
- COc1cccc(SCC2(O)CCN(C(=O)c3ccc(Cl)cc3)CC2)c1
  -4, 1, 1.5, -9, -10, -3, -4, -1, 2, -8
- CC/C(Cc1ccccc1)=N\NC(=O)c1cc([N+](=O)[O-])cc([N+](=O)[O-])c1
  3, -2, -0.6, 2, 3, 7, -7, 1, -2, -1
- CN1CCN(C(=O)/C(=C/c2ccc(F)cc2)NC(=O)c2ccccc2)CC1
  -4, -2, 0.9, 0, 2, 4, 6, -2, 3, -3

The list goes on (four carried over from the part before).
Values run as follows: NPR2 activator, SMARCA2 act, PG9 binder, HTRA1 inhibitor, ASAP1 GAP inh, ABHD4 inh, ARFGAP1 inhibitor, GC-A act, Rev-erbA mod, rCAG RNA binder
- COc1ccc(N2CCN(CCNS(=O)(=O)c3ccc([N+](=O)[O-])cc3)CC2)cc1
  -7, -3, ., ., ., 3, ., 0, -2, 0
- COc1cccc(SCC2(O)CCN(C(=O)c3ccc(Cl)cc3)CC2)c1
  -4, 1, 1.5, -9, -10, -3, -4, -1, 2, -8
- CC/C(Cc1ccccc1)=N\NC(=O)c1cc([N+](=O)[O-])cc([N+](=O)[O-])c1
  3, -2, -0.6, 2, 3, 7, -7, 1, -2, -1
- CN1CCN(C(=O)/C(=C/c2ccc(F)cc2)NC(=O)c2ccccc2)CC1
  -4, -2, 0.9, 0, 2, 4, 6, -2, 3, -3
- Cc1c(-n2cc(C(=O)c3cc(Cl)ccc3O)cc(C#N)c2=O)c(=O)n(-c2ccccc2)n1C
  1, ., ., 3, ., ., ., -1, 0, .
- Cc1ccc(NC(=O)NNC(=O)c2cc3ccccc3cc2O)c(C)c1
  -3, -1, -1.6, 35, 0, 18, -6, -2, 4, 31
- c1ccc(Nc2nc(N3CCOCC3)c3ccccc3n2)cc1
  3, -1, -1.3, -2, -4, 7, -4, 6, 2, -4
- COc1ccccc1C(=O)OCc1ccc2sc(C)nc2c1
  -5, -1, 1.6, 0, -11, -4, -11, 3, 1, -5
- COc1ccc2cc(Br)ccc2c1CC(=O)NC1CC(C)(C)NC(C)(C)C1
  -9, 6, -1.8, -2, 1, 1, 10, -7, 3, 1
- CCOc1ccccc1CNC(=O)C1CCN(c2nnc(C)c3c(C)n(-c4ccc(C)cc4)nc23)CC1
  2, -3, 9.3*, -14, -1, -10, 4, -2, 44*, -3
- Cc1ccc(NC(=O)c2ccccc2O)cc1
  -4, 5, -0.1, -1, -7, -9, -8, -1, 1, 2
- COC(=O)c1ccc(NC(=O)c2ccco2)cc1
  0, 6, -2.0, 3, 0, -4, 7, 3, 0, 1
- CCOC(=O)CNC(=O)C1(/C=C/c2ccccc2)CC(=O)N1c1ccc(C)cc1 (stereo unspecified)
  -10, -2, -1.3, -8, 11, -4, 8, -13, -1, -6
- COc1ccc(NC(=O)CN(C)C(=O)Cc2ccc3c(c2)CCC3)cc1
  3, -2, 0.4, 9, -4, 2, 3, 1, -3, -1
- COC(=O)c1cccc(CC2(C)C(=O)Nc3ccc(OC(F)(F)F)cc32)c1 (stereo unspecified)
  -9, -1, -1.6, ., 11, -18, -7, -5, 18*, -1
- CCCc1cc(=O)[nH]c(SCC(=O)N(C)CC(=O)Nc2ccc(F)cc2)n1
  1, -1, -1.5, 6, 2, 0, 4, -4, -1, 2
- CCC1Oc2ccccc2N(CC(=O)NCCC2=CCCCC2)C1=O (stereo unspecified)
  -3, -1, 0.0, -2, 7, -5, -1, -5, 0, -7
- CCn1nc(C)c(/C=N/NC(=O)CSc2ccccn2)c1C
  1, 0, -2.9, ., -4, -2, -7, -1, 2, -2
- CC1(C)CC(=O)C2=C(C1)Nc1nc(SCCN3CCOCC3)[nH]c(=O)c1C2c1cccs1 (stereo unspecified)
  -3, 1, -2.9, 1, 8, 4, -3, -5, 4, 2
- COc1cccc(CNc2nc(C(F)(F)F)nc3ccccc23)c1
  1, -7, 0.8, -34, 15, -28, 28*, -3, 0, 3
- CS(=O)(=O)c1ccc(Cl)c(NC(=O)COC(=O)c2c(Cl)cccc2Cl)c1
  -1, 0, 0.1, -12, 11, -5, -12, 2, 4, 2
- Cn1c(CNC(=O)c2ccccc2F)cc2ccccc21
  3, 0, 0.2, -2, 1, 2, -7, 0, -5, 2
- CC(=O)Nc1ccc(S(=O)(=O)NC(=O)C23CC4CC(CC(C4)C2)C3)cc1
  -2, -1, 0.1, -5, -1, 6, 7, 3, -7, 3
- COc1cccc(-c2csc(N3CCN(C(=S)NCC(C)C)CC3)n2)c1
  5, -3, -2.5, -27, -1, -11, 3, 3, -1, -1
- COc1ccc(Nc2nc(N3CCCC3)nc3ccccc23)c(OC)c1
  -14, 6, -1.4, -25, 15, 1, 6, -16, -4, 20
- COc1ccc(N2C(=O)CC(N3CCN(c4ccc(C(=O)c5cccnc5)cc4)CC3)C2=O)cc1 (stereo unspecified)
  -1, 0, -1.1, 6, 2, 0, -13, 5, 1, -5
- O=C(Nc1cc(Sc2ccccn2)cc([N+](=O)[O-])c1)c1ccc(Cl)cc1
  4, -1, -0.3, -56, -5, -3, -1, 0, -5, -3
- Cc1cc2c(cc1C)C(=O)C(Br)=C(N)C2=O
  1, 1, -7.6, 7, 20, 5, 6, -3, 3, 5
- O=C(C1CC1)N1CCC(C(O)(c2ccccc2)c2ccccc2)CC1
  3, 0, 0.5, -1, 9, 1, -1, 0, 2, -1
- CC(=O)Nc1cc(-c2cccc(C(=O)NCCO)c2)cn2c(-c3ccc(F)c(Cl)c3)cnc12
  -3, -4, 1.2, ., -1, -14, 4, -2, 4, 7
- COc1ccc([C@@H]2[C@@H]3C(=O)N(C(C)(C)C)C(=O)[C@@H]3[C@]3(Cc4ccccc4)C(=O)N(c4ccc(C(F)(F)F)cc4)C(=O)N23)cc1
  -1, 0, -3.1, -13, 13, -1, -6, 0, -5, 3
- N#C/C(=C\c1c(N2CCN(c3ccccc3)CC2)nc2ccccn2c1=O)S(=O)(=O)c1ccccc1
  -1, -2, -0.7, 6, -11, -1, 8, -3, -1, 0
- CCOc1cc(N2CCOCC2)c(OCC)cc1NC(=O)c1ccc(F)c(S(=O)(=O)N2CCOCC2)c1
  6, 2, -1.5, -1, -20, 3, 16, 2, -1, -4
- CCCCOc1ccc(N=Nc2ccc(N)nc2N)cn1
  -9, 4, -4.2, 8, 3, 13, 3, -5, 11, 3
- COc1cc2c(cc1OC)CN(C(=O)CCc1c[nH]c3ccccc13)[C@H](C(=O)O)C2
  -4, -1, -0.1, 4, -9, -3, 14, 0, 2, 8
- O=C(NCCCn1ccnc1)/C(=C\c1cccnc1)NC(=O)c1ccccc1F
  1, 4, -1.4, -10, 2, 4, 9, 2, 3, -2
- CC(c1ccccc1)N(NC(=O)C(O)(c1ccccc1)c1ccccc1)C(=O)c1ccccc1 (stereo unspecified)
  -4, -3, -0.2, -7, -9, 3, 15, -13, -5, -3
- O=C(NCC(=O)N(c1cccnc1)C(C(=O)NC1CCCC1)c1ccco1)c1cccs1 (stereo unspecified)
  5, -3, -2.2, 1, 5, 4, 10, -1, 0, -5
- CC(C)CN1CCCC(N2CCN(c3cccc(Cl)c3)CC2)C1 (stereo unspecified)
  -2, 4, -0.8, 9, -13, 0, -1, 0, -5, -4

4 records picked at random from the list so far:
Values run as follows: NPR2 activator, SMARCA2 act, PG9 binder, HTRA1 inhibitor, ASAP1 GAP inh, ABHD4 inh, ARFGAP1 inhibitor, GC-A act, Rev-erbA mod, rCAG RNA binder
- COc1ccc(N2C(=O)CC(N3CCN(c4ccc(C(=O)c5cccnc5)cc4)CC3)C2=O)cc1 (stereo unspecified)
  -1, 0, -1.1, 6, 2, 0, -13, 5, 1, -5
- CC(=O)Nc1cc(-c2cccc(C(=O)NCCO)c2)cn2c(-c3ccc(F)c(Cl)c3)cnc12
  -3, -4, 1.2, ., -1, -14, 4, -2, 4, 7
- O=C(C1CC1)N1CCC(C(O)(c2ccccc2)c2ccccc2)CC1
  3, 0, 0.5, -1, 9, 1, -1, 0, 2, -1
- COc1ccc([C@@H]2[C@@H]3C(=O)N(C(C)(C)C)C(=O)[C@@H]3[C@]3(Cc4ccccc4)C(=O)N(c4ccc(C(F)(F)F)cc4)C(=O)N23)cc1
  -1, 0, -3.1, -13, 13, -1, -6, 0, -5, 3
